Compound activity deposited in PubChem BioAssay by several laboratories.
Large T inhibition – TAg ATPase/helicase activity blockers – biochemical (AID 1903). SV40 large T antigen ATPase/helicase inhibition assay; higher % means a stronger effect. inhibition, % at 20 µM; hits with a dose series show IC50 in µM. 310,000 compounds, 0.39% hits; in the data active = a potency from the dose series; inconclusive = inhibition mostly from about 32% at the one dose, without a potency; inactive = the rest, 99 in 100 with inhibition below about 32%; note: strong numbers were not always called active
West Nile virus CPE – inhibition of WNV-induced cytopathic effect – cell-based, CPE readout (AID 1621) | 290,000 compounds, 0.02% hits | CPE inhibition, % at 10 µM, or IC50 in µM where a hit was titrated | West Nile virus-infected cells, CPE inhibition; higher % means a stronger effect; in the data active = a potency from the dose series; inconclusive = CPE inhibition mostly from about 3.7% at the one dose, without a potency; inactive = the rest, 99 in 100 with CPE inhibition below about 2.2%; note: strong numbers were not always called active
NS5 inhibitors – Dengue-2 NS5 methyltransferase inhibitors, primary screen, biochemical, confirmation dose response (AID 588689). Dengue-2 NS5 methyltransferase capping enzyme assay, biochemical; higher % means a stronger effect. inhibition, % at 25 µM; hits with a dose series show IC50 in µM. 340,000 compounds, 0.3% hits; in the data active = a potency from the dose series; inconclusive = inhibition above about 29% without an active follow-up result
MgcRacGAP inhibition – MgcRacGAP GTPase-activating activity inhibitors, confirmation, biochemical, ADP Hunter fluorescence | MgcRacGAP-stimulated Rac1 GTP hydrolysis, ADP Hunter fluorescence; higher % means a stronger effect; GST-tagged Rac1 F28L mutant substrate | inhibition, % at 30 µM; hits with a dose series show IC50 in µM | 340,000 compounds, 0.6% hits;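 active = first-screen hits whose inhibition reached a set limit at any dose in the follow-up dose series; inconclusive = inhibition above the set first-screen limit but never retested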;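 note: fluorescence reports GDP produced by GAP-driven GTP hydrolysis; strong numbers were not always called active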
NTR1 ag – agonists of NTR1, primary screen, imaging, U2OS cells, beta-arrestin-GFP, high content (AID 493036). 330,000 compounds, 0.17% hits. activation, % at 20 µM. NTR1-U2OS beta-arrestin-GFP spot imaging, agonist mode;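 active = activation at or above 40% of the spot to cytoplasm intensity ratio, with at least 20 cells analyzed; inconclusive = wells under 20 cells, flagged as cytotoxic or low count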;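 note: 0% = DMSO without peptide and 100% = 100 nM NTR1 peptide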
Target sequence (P30989 whole entry, looked up): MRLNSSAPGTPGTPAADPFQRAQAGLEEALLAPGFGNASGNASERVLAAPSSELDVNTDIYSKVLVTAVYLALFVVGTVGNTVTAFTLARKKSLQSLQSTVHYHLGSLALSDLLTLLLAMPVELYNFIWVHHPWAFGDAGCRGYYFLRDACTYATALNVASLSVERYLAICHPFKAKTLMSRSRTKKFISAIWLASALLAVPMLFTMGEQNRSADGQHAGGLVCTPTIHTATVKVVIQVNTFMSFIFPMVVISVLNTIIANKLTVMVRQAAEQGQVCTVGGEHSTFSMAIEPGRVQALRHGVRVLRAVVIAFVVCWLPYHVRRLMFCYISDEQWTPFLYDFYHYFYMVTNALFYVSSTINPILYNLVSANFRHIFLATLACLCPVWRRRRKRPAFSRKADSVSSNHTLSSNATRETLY
Siah-1 displacement – blockers of Siah-1 interaction with plectin peptide – biochemical, fluorescence polarization, rhodamine-plectin, uHTS, primary screen (AID 1817). Siah-1 / rhodamine-plectin peptide fluorescence polarization; higher % means a stronger effect. one-dose displacement, % at 20 µM; IC50 in µM for titrated hits. 290,000 compounds, 0.02% hits;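 active = displacement of at least 50% at 20 µM, with a fluorescence ratio check between 0.3 and a set limit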;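 note: plate controls were Siah plus tracer with DMSO for no effect and tracer alone without Siah for full effect; strong numbers were not always called active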
UTI89 phage lysis – inhibition of K1F phage lysis, E. coli UTI89, bacterial capsule biogenesis inhibitors, alamar blue (AID 488966). E. coli UTI89 K1F phage lysis, alamar blue, 2 h; higher % means a stronger effect. inhibition, % at 100 µM, or IC50 in µM where a hit was titrated. 340,000 compounds, 0.02% hits;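 active = phage lysis inhibition, versus mean bacterial control, above a set limit; inconclusive = no clear call, values can overlap the other calls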;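 note: capsule biogenesis inhibitors block K1F phage lysis so surviving cells raise fluorescence; higher fluorescence means more inhibition of phage lysis; actives were called in the ten point dose series up to 300 µM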
AID2073 – inhibitors of Mint1-CaV2.2 protein interaction, biochemical, HTRF (AID 2073) | 290,000 compounds, 0.19% hits | inhibition, % at 20 µM; hits with a dose series show IC50 in µM | HTRF protein-protein interaction, Mint1-CaV2.2; higher % means a stronger effect; in the data active = inhibition mostly above about 51%, no sharp cut-off; inconclusive = no clear call, values can overlap the other calls; inactive = mostly below about 53%; note: some results filed as inactive read as strong as hits
RSV antiviral HEp-2 – inhibition of RSV-induced cytopathic effect – HEp-2 cells, primary 10 µM value included (AID 2391) | HEp-2 cells, RSV-induced CPE inhibition; higher % means a stronger effect | CPE inhibition, % at 10 µM; hits with a dose series show IC50 in µM | 310,000 compounds, 0.13% hits; in the data active = a potency from the dose series; inconclusive = CPE inhibition mostly from about 23% at the one dose, without a potency; inactive = the rest, 99 in 100 with CPE inhibition below about 21%; note: strong numbers were not always called active
NTR1 ag cell count 20 µM – recorded beside NTR1 ag, whose call it bears; cell count; measured here: cell count, cytotoxicity flag
NS5 inhibitors pilot replicate – further read-out of NS5 inhibitors, marked with its call; inhibition, %; measured here: pilot screen replicate inhibition
* marks the source's active call; other numbers are inactive results; ? = inconclusive; . = not tested or not shown; [ ] = dose if it differs, or a comment. Compounds as they come; 1.6% or so of the library scored in one or more.

Start of the data: the first 2 records, to show the layout:
SMILES	Large T inhibition	West Nile virus CPE	NS5 inhibitors	MgcRacGAP inhibition	NTR1 ag	NTR1 ag cell count 20 µM	Siah-1 displacement	UTI89 phage lysis	AID2073	RSV antiviral HEp-2	others
COc1cc(/C=C2/SC(=S)N(CC(=O)O)C2=O)ccc1OCC(=O)Nc1ccc(C)c(C)c1	11.8%	-0.7%	46.9%	13.6%	0.5	54	-6.6%	-1.0%[50 µM]	4.0%	1.2%
CCOCC(=O)Nc1ccc(S(=O)(=O)N2CCC(c3nc4ccccc4[nH]3)CC2)cc1	4.9%	.	0.7%	4.0%	-0.2	68	.	1.6%[50 µM]	.	?

This part in full (from the top)
SMILES	Large T inhibition	West Nile virus CPE	NS5 inhibitors	MgcRacGAP inhibition	NTR1 ag	NTR1 ag cell count 20 µM	Siah-1 displacement	UTI89 phage lysis	AID2073	RSV antiviral HEp-2	others
COc1cc(/C=C2/SC(=S)N(CC(=O)O)C2=O)ccc1OCC(=O)Nc1ccc(C)c(C)c1	11.8%	-0.7%	46.9%	13.6%	0.5	54	-6.6%	-1.0%[50 µM]	4.0%	1.2%
CCOCC(=O)Nc1ccc(S(=O)(=O)N2CCC(c3nc4ccccc4[nH]3)CC2)cc1	4.9%	.	0.7%	4.0%	-0.2	68	.	1.6%[50 µM]	.	?
COc1cccc(Nc2ncccc2C(=O)O)c1	3.1%	0.6%	1.4%	-4.2%	-1.5	57	-7.3%	1.9%	-2.3%	-0.3%
CCOc1ccccc1NC(=O)c1cccc(S(=O)(=O)N(Cc2ccccc2)c2ccccc2OC)c1	16.7%	-1.1%	-4.4%	0.9%	-0.5	66	3.8%	-3.2%	8.2%	6.5%
COc1ccc(C(=O)OCCOc2cccc(Cl)c2)cc1S(=O)(=O)N1CCOCC1	6.8%	0.3%	3.4%	7.1%	0.7	66	-2.6%	0.1%	-0.7%	5.0%
O=C(CCSc1ccccn1)c1ccccc1	8.3%	-0.7%	-29.9%	19.3%	-0.1	77	2.1%	-0.3%	16.6%	0.1%
CC(=O)Nc1ccc(NC(=O)c2sc(-c3ccccc3)nc2C)cc1	4.1%	0.5%	-1.3%	3.0%	-0.5	97	-1.3%	0.1%	13.2%	4.5%
O=C(O)CNc1nc(-c2ccccc2)nc2ccccc12	0.9%	-0.2%	-0.7%	6.0%	0.3	55	-7.1%	1.6%	1.4%	1.1%
CS(=O)(=O)c1ccc(Cl)c(NC(=O)COC(=O)CNC(=O)c2sc3ccccc3c2Cl)c1	9.6%	.	0.0%	4.0%	-0.5	68	.	-1.6%	.	-2.1%
O=C(Nc1sc2c(c1C(=O)NCC1CCCO1)CCCC2)c1cccs1 (stereo unspecified)	7.7%	-0.5%	-2.8%	7.2%	10.9	58	1.4%	2.3%	18.2%	1.9%
CCN(CC)CCN1C(=O)C(=O)/C(=C(/O)c2ccncc2)C1c1ccccc1 (stereo unspecified)	4.2%	0.1%	0.7%	8.5%	-0.4	64	-3.3%	0.2%	-7.6%	0.1%
O=C(Nc1ccccc1Cl)N(Cc1nc2ccccc2c(=O)[nH]1)Cc1cccs1	3.5%	-0.6%	-4.5%	-0.1%	3.7	93	2.9%	1.4%[50 µM]	8.2%	2.1%
Cc1nnc(NC(=O)c2csc3c2CCC(C)C3)s1 (stereo unspecified)	-2.2%	?	-2.4%	5.8%	0.5	39	4.0%	-0.2%	36.9%	4.1%
CCOc1ccc(-n2c(SCC(N)=O)nnc2-c2ccco2)cc1	8.9%	-0.8%	-4.8%	-0.3%	2.2	64	7.3%	-0.9%	0.5%	2.7%
Clc1ccccc1CSc1nncn1NC/C=C/c1ccccc1	9.3%	-0.9%	-1.1%	4.9%	1.6	40	2.7%	0.3%	9.1%	?
O=C(N/N=C1/CC2C=CCC12)c1cccs1 (stereo unspecified)	.	-0.5%	-7.1%	8.6%	-0.9	42	6.8%	0.1%	5.2%	.
CCOC(=O)C1=C(CSCc2ccccc2)NC(=O)NC1c1cc(C)ccc1C (stereo unspecified)	5.6%	?	-4.0%	6.5%	3.3	65	1.2%	0.3%	1.0%	2.6%
CCOc1ccc(S(=O)(=O)Nc2cc(S(=O)(=O)N3CCOCC3)ccc2OC)cc1	.	.	-0.8%	1.9%	0.6	65	.	0.6%[50 µM]	.	0.8%
COc1cc(OC)cc(OC(=O)C2CCN(C(=O)c3ccc(Cl)cc3)CC2)c1	.	.	-8.0%	2.2%	0.3	82	.	-0.1%[50 µM]	.	1.3%
NC(=O)CSc1nnc(-c2ccc(S(=O)(=O)N3CCOCC3)cc2)n1CC1CCCO1 (stereo unspecified)	-1.8%	0.1%	2.7%	12.1%	-1.4	67	-1.7%	0.4%	-6.6%	1.9%
Cc1ccccc1C(=O)N1CCC(C(=O)Nc2ccc(S(=O)(=O)N3CCCCC3)cc2)CC1	19.6%	-0.4%	-5.2%	2.0%	2.8	63	0.1%	0.2%	2.8%	5.3%
Cc1ccc(NC(=O)COc2coc(CN3CCN(Cc4ccccc4)CC3)cc2=O)cc1	3.6%	.	-4.4%	-2.7%	0.5	69	.	-0.3%[50 µM]	.	7.2%
O=C(Cc1ccc(Br)cc1)Nc1cccc(S(=O)(=O)N2CCOCC2)c1	.	.	-6.6%	6.8%	0.5	63	.	0.3%[50 µM]	.	2.9%
Cn1c(CCc2ccccc2)nnc1SCC(=O)N1CCCC1	18.7%	0.7%	-0.7%	1.4%	-0.2	50	-2.1%	3.2%	0.0%	1.5%
COc1cc(SC)ccc1C(=O)OCC(=O)N1CCCC1	10.4%	0.1%	-2.5%	6.9%	-0.2	46	3.0%	0.1%	3.8%	1.2%
N#C/C(=C/c1ccc(OCc2ccc(C(=O)O)cc2)c(Br)c1)c1cccc(F)c1	13.0%	1.6%	-3.0%	1.7%	2.7	48	23.1%	-0.6%	13.7µM*	52.4%
Cc1nnc(NC(=O)CCC(=O)N2CCC(C)CC2)s1	14.6%	0.6%	-5.5%	1.0%	-0.8	50	3.1%	0.0%	0.7%	-2.8%
Cc1occc1C(=O)NNC(=S)NCc1ccc(Cl)cc1	10.5%	-0.4%	7.2%	3.7%	0.5	32	3.2%	0.2%	6.6%	-0.9%
CCC(=O)Nc1cccc(C(=O)/C=C/c2cccs2)c1	1.3%	?	-13.3%	2.7%	1.9	72	-1.4%	-0.1%	-4.4%	-0.4%
COC(=O)c1ccccc1S(=O)(=O)N1Cc2cc([N+](=O)[O-])ccc2Oc2ccccc21	10.9%	-0.8%	-11.2%	5.6%	0.1	89	0.8%	-2.4%	6.1%	12.8%
Cc1ccc(OCCC(=O)NNC(=O)c2nn(C)c(=O)c3ccccc23)cc1	.	.	2.2%	2.2%	1.9	55	.	0.9%[50 µM]	.	1.5%
COc1ccc(N(C(=O)Cn2nnc(-c3ccc(Cl)cc3)n2)C(C(=O)NCC2CCCO2)c2ccncc2)cc1 (stereo unspecified)	-0.4%	-0.1%	-2.2%	9.9%	0.7	51	-2.3%	-1.1%	18.7%	0.4%
COc1cccc(C(=O)NCC(=O)OCC(=O)NC2CCCCC2)c1	.	.	2.7%	-0.8%	2.9	45	.	-2.4%	.	.
Cn1c(=O)cc(SCC(=O)NCC2COc3ccccc3O2)c2ccccc21 (stereo unspecified)	-3.2%	0.1%	12.1%	-5.0%	-0.9	87	0.7%	2.2%	-4.1%	0.7%
CCN1CCCC1CNC(=O)Cn1cnc2sc(C)c(S(=O)(=O)N3CCC(C)CC3)c2c1=O (stereo unspecified)	6.4%	0.1%	.	.	-0.4	88	0.6%	.	13.9%	0.5%
c1ccc(CCN(Cc2ccccc2)C2CCN(C3CCCC3)CC2)cc1	8.2%	-1.4%	-1.5%	11.7%	2.0	77	-11.0%	0.1%	?	-3.6%
CCCCn1c(N)c(N(CC(C)C)C(=O)c2ccc(N3C(=O)c4ccccc4C3=O)cc2)c(=O)[nH]c1=O	0.1%	.	-0.7%	4.2%	0.2	65	.	-0.3%	.	-1.9%
CC(O)c1cccc(NC(=O)CCC(=O)O)c1 (stereo unspecified)	9.4%	0.0%	1.4%	9.8%	-0.4	51	-0.7%	0.1%	0.5%	1.6%
CC1(C)CC(NC(=O)c2cccc([N+](=O)[O-])c2)CC(C)(C)N1	8.7%	-0.8%	2.7%	8.1%	0.5	66	12.4%	0.7%	-5.3%	0.0%
CCOC(=O)CN(C(=O)COc1nc(C)cc(C)c1C#N)c1ccc(Cl)cc1	9.0%	-0.9%	-1.5%	-1.7%	2.5	54	10.2%	-0.9%	-0.7%	1.2%

Ordered by formula weight (ascending): 3 of the compounds above.
SMILES	Large T inhibition	West Nile virus CPE	NS5 inhibitors	MgcRacGAP inhibition	NTR1 ag	NTR1 ag cell count 20 µM	Siah-1 displacement	UTI89 phage lysis	AID2073	RSV antiviral HEp-2	others
Cc1ccc(NC(=O)COc2coc(CN3CCN(Cc4ccccc4)CC3)cc2=O)cc1	3.6%	.	-4.4%	-2.7%	0.5	69	.	-0.3%[50 µM]	.	7.2%
N#C/C(=C/c1ccc(OCc2ccc(C(=O)O)cc2)c(Br)c1)c1cccc(F)c1	13.0%	1.6%	-3.0%	1.7%	2.7	48	23.1%	-0.6%	13.7µM*	52.4%
CCCCn1c(N)c(N(CC(C)C)C(=O)c2ccc(N3C(=O)c4ccccc4C3=O)cc2)c(=O)[nH]c1=O	0.1%	.	-0.7%	4.2%	0.2	65	.	-0.3%	.	-1.9%

(continued)
SMILES	Large T inhibition	West Nile virus CPE	NS5 inhibitors	MgcRacGAP inhibition	NTR1 ag	NTR1 ag cell count 20 µM	Siah-1 displacement	UTI89 phage lysis	AID2073	RSV antiviral HEp-2	others
COc1cc(CNCCc2ccccc2F)ccc1OCc1ccc(Cl)nc1	1.0%	-0.7%	0.0%	14.3%	-0.9	44	-1.7%	0.1%	-1.8%	-1.3%
CC(C)(C)c1ccc(C(=O)NC(=S)Nc2nc3c(s2)CCCC3)cc1	-0.6%	-1.6%	-2.7%	6.7%	10.1	89	3.1%	0.0%	14.6%	6.1%
COc1cc(C(=O)Nc2ccc(S(=O)(=O)Nc3nccc(C)n3)cc2)c([N+](=O)[O-])cc1OC	2.7%	0.5%	8.0%	-7.7%	-0.6	62	7.2%	0.8%	-7.2%	0.8%
Cc1cc(C(=O)NCc2ccc(C(=O)O)o2)c(C)o1	5.6%	-0.1%	-4.9%	4.0%	0.0	68	-4.5%	-1.3%	11.5%	1.4%
CCOC(=O)C1=CN(Cc2cccc(F)c2)S(=O)(=O)N(CC)C1CCc1ccccc1 (stereo unspecified)	.	.	1.3%	9.1%	1.0	54	.	0.1%	.	.	NS5 inhibitors pilot replicate=1.8
